# GBA enhancer = glucocerebrosidase activity enhancement. L444P Gaucher fibroblasts, 4-MU-glucoside fluorescence, 3 days. activation, % at 10 µM. 30,000 tested, 0.44% active. P04062; in the data active = activation above about 65%;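 note: 0% = vehicle wells and 100% = positive control wells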
# Target sequence (P04062 whole entry L483P): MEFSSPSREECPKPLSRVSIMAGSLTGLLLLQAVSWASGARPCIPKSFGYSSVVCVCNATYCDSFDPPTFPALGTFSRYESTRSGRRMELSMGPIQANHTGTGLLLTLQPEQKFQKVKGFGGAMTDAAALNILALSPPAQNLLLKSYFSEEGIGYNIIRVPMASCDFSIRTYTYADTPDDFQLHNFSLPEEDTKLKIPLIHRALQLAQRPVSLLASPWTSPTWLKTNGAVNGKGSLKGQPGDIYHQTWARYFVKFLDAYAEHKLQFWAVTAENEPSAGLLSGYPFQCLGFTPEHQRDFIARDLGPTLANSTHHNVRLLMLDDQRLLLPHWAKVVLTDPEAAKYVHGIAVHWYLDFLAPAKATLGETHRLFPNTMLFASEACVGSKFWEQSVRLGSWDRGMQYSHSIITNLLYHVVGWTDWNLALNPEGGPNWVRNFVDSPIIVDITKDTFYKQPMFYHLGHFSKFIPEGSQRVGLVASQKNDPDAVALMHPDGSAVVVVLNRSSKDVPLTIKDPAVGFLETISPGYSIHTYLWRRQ
# * hit, by the source's call.
SMILES,GBA enhancer
COC(=O)c1sccc1NC(=O)CSc1nnnn1-c1ccccc1F,-20.9
CC(=O)OCC1OC(n2ccc(=O)[nH]c2=O)C(O)C1O (stereo not given),-8.0
CN(Cc1ccccc1)C(=O)c1cnc2n(c1=O)CCS2,6.5
CSc1nc(C)cc(OCC(=O)n2nc(C)cc2C)n1,2.0
Cc1ccc(S(=O)(=O)N2CCCC2C(=O)N2CCCCCC2)cc1 (stereo not given),19.0
CN1CCN(c2ccc(NC(=O)COc3ccccc3Cl)cc2)CC1,-26.8
N#Cc1cccc(-n2nnnc2-c2ccccn2)c1,-27.0
Cc1cc(C(F)F)n2nc(C(=O)Nc3ccc(F)cc3F)nc2n1,6.3
Fc1ccc2nc3n(c2c1F)CCCCCC3,-4.9
CN(C)CCNC(=O)Cn1nc(-c2ccc(Cl)cc2)ccc1=O,-27.4
Cc1cccc2cc(CN(CCCN3CCOCC3)Cc3nnnn3C(C)(C)C)c(=O)[nH]c12,-12.2
Cc1ccc(Cn2nnc3c(=O)n(CC(=O)NCc4ccco4)cnc32)cc1,-14.3
CCOC(=O)c1ccc(Cn2c(-c3ccccc3)nnc2-c2ccccc2)o1,-3.2
COc1ccc(S(=O)(=O)NCCCN2CCOCC2)c2ccccc12,6.4
O=C(O)CNS(=O)(=O)c1ccc(Br)s1,2.6
Cc1ccc(/C=C/C2=Cc3c(sc(NC(=O)CSc4n[nH]c(N)n4)c3C#N)C(C)(C)C2)o1,-15.6
CSc1ncccc1C(=O)OCC(=O)NC1CCS(=O)(=O)C1 (stereo not given),-12.4
COc1cc(OC)cc(C(=O)N2CCN(c3ccccc3F)CC2)c1,-21.6
CCN1C(=O)C(C(=O)Nc2ccc(OC)cc2)C2CC1(C)Oc1ccccc12 (stereo not given),-1.0
Cc1nn2c(-c3cccc(NC(=O)c4ccco4)c3)nnc2c2ccccc12,0.5
COc1ccccc1NC(=O)N1CCCC1C(=O)NC12CC3CC(CC(C3)C1)C2 (stereo not given),-29.0
O=C(c1ccc(COc2ccccc2Br)o1)N1CCCCCC1,-1.7
O=c1ccn(Cc2ccccc2)c(=O)n1Cc1ccccc1,0.2
O=C(OCC(=O)c1c[nH]c2ccccc12)C1=COCCO1,-8.4
CC(C(=O)NC1CCCC1)N(Cc1ccco1)C(=O)c1snc(C(=O)NC2CCCC2)c1N (stereo not given),20.7
CCOC(=O)N1CCN(C(=O)CCc2c(C)nc3c(c(C)nn3-c3ccc(C)c(C)c3)c2C)CC1,3.1
Cc1onc(-c2ccccc2)c1C(=O)Nc1ccc(OC(C)C)cc1,6.5
CN(C)S(=O)(=O)c1cccc(C(=O)OCC(=O)Nc2ccccc2OC(F)F)c1,5.2
O=C(C1=C(O)C(=O)N(CC2CCCO2)C1c1cccnc1)c1ccco1 (stereo not given),3.7
COc1cc(C(=O)NCC(c2ccco2)N2CCCC2)ccc1OCc1c(C)noc1C (stereo not given),-9.0
O=C(Nc1ccccc1C(=O)NCc1ccccc1)c1ccco1,-12.6
CC(C)(C)Cc1nc(-c2ccccn2)no1,-10.9
COC(=O)CN(c1cccc(C(C)=O)c1)S(C)(=O)=O,-35.6
CC1CCCC(NC(=O)CSc2ncccc2C(=O)O)C1C (stereo not given),-16.0
Cc1nnc(SCC(=O)Nc2ccc(S(=O)(=O)N3CCCC3)cc2)n1N,12.1
Clc1ccc(-c2nnc(NC3=NCCCCC3)o2)cc1,-39.0
COc1ccc(-c2cc3nc4n(c(=O)c3s2)CCC4)cc1,4.1
CC1(C)Cc2noc(N)c2C(C)(C)N1O,-13.9
CC(C)CCn1c(=O)c2ccccc2n2c(COC(=O)c3ccc(S(=O)(=O)N(C)C)cc3)nnc12,13.8
CCOC(=O)c1[nH]c(C)c(C(=O)N2CCc3ccccc32)c1C,-5.8
C(=N\c1nc2ccccc2n1CCN1CCCCC1)/c1cccs1,-13.8
CCOC(=O)c1cc(CC)sc1NC(=O)COC,-21.7
Cc1occc1-c1nnc(SCC(=O)N2CCOCC2)n1Cc1ccco1,-14.3
COc1ccccc1OCc1nc(Cc2ccc(Cl)cc2)no1,8.2
CC(=O)c1c(N)n(C)c(=O)n(C)c1=O,-19.8
CCc1[nH]nc2c1C(c1cccnc1)C(C#N)=C(N)O2 (stereo not given),-9.7
COc1ccc(NS(=O)(=O)c2cccc(C(=O)O)c2)cc1,-14.2
CCOC(=O)c1sc(=NC(=O)c2ccc(OC)c(OC)c2)n(C)c1C,-19.5
Cc1cccc(Nc2ccccc2C(=O)OCC(=O)N2CCOCC2)c1C,-0.4
Cc1nn(-c2ccccc2)c2c1C(c1ccncc1)C(C#N)=C(N)O2 (stereo not given),-9.8

# The list continues:
SMILES,GBA enhancer
Cc1ccc(-n2c(SCC(=O)Nc3nccs3)nc3c(c2=O)SCC3)cc1,-39.2
COC(=O)c1cc(OC)c(OC)cc1NC(=O)c1cc(C)on1,-18.9
CC(=O)N1CCc2cc(Br)cc(S(=O)(=O)NCC3CCCO3)c21 (stereo not given),-18.3
O=C(Nc1ccc(N2CCN(C(=O)c3ccco3)CC2)c(Cl)c1)c1c(F)c(F)c(F)c(F)c1F,-19.3
C=C(C)c1cccc(C(C)(C)NC(=O)N2CC(C)OC(C)C2)c1 (stereo not given),-6.0
N#Cc1cccc(-c2cn(S(=O)(=O)c3ccc(Cl)cc3)nc2N)c1,-18.1
COC(=O)Cn1c(C)c(C(C)=O)c(C(C)=O)c1C,-33.6
O=C(CCC1CCCCC1)Nc1ncn[nH]1,2.5
CCCCC(=O)OCCNC(=O)c1cc2ccccc2oc1=O,4.6
CCN1CCCC1CNC(=O)c1cc2c(-c3cccc(OC)c3)nn(C)c2s1 (stereo not given),-6.7

# A second format for part of the listing above:
mol	GBA enhancer
CC(C)CCn1c(=O)c2ccccc2n2c(COC(=O)c3ccc(S(=O)(=O)N(C)C)cc3)nnc12	13.8
CCOC(=O)c1[nH]c(C)c(C(=O)N2CCc3ccccc32)c1C	-5.8

# Further entries.
SMILES,GBA enhancer
OC12CCCCC1C(c1ccc3c(c1)OCO3)N(Cc1ccc(F)cc1)CC2 (stereo not given),-12.3
CCOC(=O)c1c(-c2ccncc2)csc1N,-19.1
CCOC(=O)c1c(N)c(C#N)c2n1CCCCC2,-10.1
CC1(C)CC(=O)C2=C(C1)Nc1nc(SCCN3CCOCC3)[nH]c(=O)c1C2c1cccs1 (stereo not given),-11.4
O=C(Nc1ccc(OC(F)F)c(Cl)c1)Nc1ccc2c(c1)OCO2,-20.8
COc1ccc(NC(=O)c2cc3cc(OC)ccc3oc2=N)cc1,-10.4
O=C(CSc1ncnc2ccccc12)N1CCN(c2ccccc2)CC1,22.0
CC1CCN(CCCNC(=O)C2CCC(=O)N2C2CCCC2)CC1 (stereo not given),33.4
O=C(O)c1[nH]c2ccc(Cl)cc2c1CC(=O)N1CCN(C(=O)c2ccco2)CC1,-6.4
O=C(OCC(=O)N1CCN(C(=O)c2ccco2)CC1)c1cc(-c2ccccc2)nc2ccccc12,-15.5
O=C(Nc1cccc(S(=O)(=O)C(F)F)c1)c1ccc(Cl)c(S(=O)(=O)N2CCOCC2)c1,-4.4
Nc1ccc2c(c1)C(=O)N(CC1CCCO1)C2=O (stereo not given),-15.5
CCOC(=O)N1CCC(NC(=O)c2sc3nc4n(c(=O)c3c2C)CCCC4)CC1,-46.6
CN(C)CCCNC(CC(=O)Nc1ccc(Cl)cc1)C(=O)O (stereo not given),2.6
O=C(O)C1CC(=O)N(c2ccc(F)c(F)c2)C1 (stereo not given),-36.0
COc1ccc(C(=O)Nc2ccc(N3CCN(c4ccc(OC)cc4)CC3)c(C#N)c2)cc1,-36.5
COc1cc(NC(=O)C2CCCC2)c(OC)cc1Cl,12.3
COc1ccc(CN2CC(C(=O)NCc3cccc(OC)c3)CC2=O)cc1 (stereo not given),-14.4
C=CCNc1nnc(C)c2ccccc12,-29.8
CC(CCc1ccccc1)NC(=O)CN1CCN(Cc2ccccc2)C1=O (stereo not given),32.4
CC(C)(C)NC(=O)C(Cc1ccccc1)NS(=O)(=O)c1cccc2nsnc12 (stereo not given),-40.4
O=C1CCCN1CCCNc1ccc(S(=O)(=O)N2CCCCC2)cn1,1.3
CCCCCn1c(CN2CCN(c3cccc(Cl)c3)CC2)nc2c1c(=O)n(C)c(=O)n2C,-15.2
Cc1ccc(N2CC(C(=O)Nc3ccc(S(=O)(=O)N4CCOCC4)cc3)CC2=O)cc1 (stereo not given),-4.2
O=C(CSc1nnc(-c2cccnc2)n1CCc1ccccc1)N1CCCCC1,-11.8
O=C(COc1ccc(Br)cc1)Nc1ccc(-c2nnc(-c3ccco3)o2)cc1,33.5
CC1(C)Cc2ccccc2-c2nnc(-c3ccccn3)n21,-6.5
CN(C)c1nc(N)nc(CSc2nc3cc(Cl)ccc3o2)n1,-24.8
Cn1c(SCC(=O)NCc2cccs2)nnc1-c1ccncc1,-2.6
N#Cc1c2c(c(N3CCN(CCO)CC3)n3c1nc1ccccc13)CCCC2,-12.5

# Gathered by group, those above with a tert-butyl group
SMILES,GBA enhancer
Cc1cccc2cc(CN(CCCN3CCOCC3)Cc3nnnn3C(C)(C)C)c(=O)[nH]c12,-12.2
CC(C)(C)Cc1nc(-c2ccccn2)no1,-10.9
CC(C)(C)NC(=O)C(Cc1ccccc1)NS(=O)(=O)c1cccc2nsnc12 (stereo not given),-40.4

# Later entries
SMILES,GBA enhancer
O=C(O)CSc1nnc(-c2ccccc2)o1,-9.1
CC1=C(NCCc2ccccc2)CCC1=O,-24.7
COc1ccc(-c2nnc(SCC(=O)N3CCCc4ccccc43)o2)cc1OC,-12.7
O=C(NCCc1c[nH]c2ccccc12)c1ccc(S(=O)(=O)NCc2ccco2)cc1,-29.7
c1ccc(-c2nc3ccccc3o2)nc1,-20.7
c1ccc(CCc2nn3c(Cn4cnc5ccccc54)nnc3s2)cc1,-13.0
C=CCN=C1CC(C)(C)CC(=O)/C1=C(/O)CCC(=O)OC,-6.5
O=C(CCn1c(=O)oc2ccccc21)NCc1cccs1,-28.1
Cc1oc2ccc(OCC(N)=O)cc2c1C(=O)OC(C)C,14.2
COc1ccc(NC(=O)Cn2cnc3c(cnn3-c3ccc(C)c(C)c3)c2=O)c(OC)c1,-58.4
COc1ccc(CCNC(=O)CSc2nc(C)nc3c2oc2ccccc23)cc1OC,-27.9
CC(=O)C(Sc1ccc2nnc(-c3ccncc3)n2n1)C(C)=O,5.0
O=C(NC(Cc1c[nH]c2ccccc12)c1nnc2n1CCCCC2)c1cccs1 (stereo not given),7.0
COC(=O)C1=C(C)NC(=O)C1(NC(=O)c1cccnc1)C(F)(F)F (stereo not given),-30.2
COc1cc(OC)c(-c2nnc(-c3ccc(OC)c(OC)c3OC)o2)cc1OC,-6.0
COc1cccc(-n2nnc3c(=O)n(Cc4c(F)cccc4Cl)cnc32)c1,-16.1
Cc1ccccc1NC(=O)CCC(=O)OCCCC(F)(F)C(F)(F)F,9.3
Cn1c(=NC(=O)C2CCN(S(=O)(=O)c3cccs3)CC2)sc2ccccc21,-54.0
COc1cccc(NC(=O)CSc2nc(N)cc(N)n2)c1,-14.2
CC(C)CN(CC(C)C)S(=O)(=O)N1CCC(C(=O)NCc2ccccn2)CC1,0.7
OC(c1ccc(Cl)cc1Cl)C(Cc1cccnc1)n1cncn1 (stereo not given),13.0
O=C(Cn1cnc2c(nnn2Cc2ccc(F)cc2)c1=O)NC1CCCC1,-5.6
CC(=O)Nc1ccccc1OCC(=O)c1cc(C)n(Cc2cccs2)c1C,21.0
O=C(CN1C(=O)C2CC=CCC2C1=O)Nc1ccc(-c2nnc3n2CCCCC3)cc1 (stereo not given),-3.3
CC1CCC(NC(=O)C2c3ccccc3C(=O)N2CCCN2CCOCC2)CC1 (stereo not given),14.8
COc1cc(C(=O)Nc2cc(C)ccn2)cc(OC)c1OC,-9.9
CC1(C)CC(=O)C2=C(C1)Oc1ncn(CCCn3ccnc3)c(=N)c1C2c1ccccc1 (stereo not given),-36.4
O=C(NC(C(=O)c1ccccc1)n1ccc(=O)[nH]c1=O)c1ccccc1 (stereo not given),-24.2
NC(=O)c1oc2ccc(Cl)cc2c1N,4.3
COc1ccc(NC(=O)c2cc(C(C)C)on2)cc1OC,-25.5
CC(C)COC(=O)NCCCOC(=O)Nc1ccccc1,11.2
C=CCSc1nc(N)c(C(=O)Nc2ccccc2C)cc1C(N)=O,5.6
CC(C)N(Cc1cc2ccccc2[nH]c1=O)C(=O)C1CCCCC1,3.2
COc1ccc(-c2cc(C(=O)OCC(=O)N(C)C)c3ccccc3n2)cc1,-4.4
N#Cc1nc(-c2ccc(OCc3ccccc3)cc2)oc1N1CCOCC1,-25.2
O=c1c2ccccc2nnn1CSc1nnc2ccccn12,-11.5
Cc1cc2ncn(CC(O)COc3cccc(C(=O)O)c3)c2cc1C (stereo not given),-23.6
COc1cc(C2C(C#N)=C(N)Oc3n[nH]c(-c4ccncc4)c32)cc(OC)c1OC (stereo not given),36.3
CS(=O)(=O)N(CC(=O)N1CCCCC1)c1sc2c(c1C#N)CCCC2,-2.5
Cc1csc(Cn2c(CN(C)C)nc3ccccc3c2=O)n1,3.4

# A few values from the list:
# For GBA enhancer, Cc1cc2ncn(CC(O)COc3cccc(C(=O)O)c3)c2cc1C (stereo not given) reads -23.6
# For GBA enhancer, CC(C)COC(=O)NCCCOC(=O)Nc1ccccc1 reads 11.2
# For GBA enhancer, Cc1csc(Cn2c(CN(C)C)nc3ccccc3c2=O)n1 reads 3.4

# Sorted by heavy-atom count (falling): some entries from above.
SMILES,GBA enhancer
COc1cc(C(=O)NCC(c2ccco2)N2CCCC2)ccc1OCc1c(C)noc1C (stereo not given),-9.0
Cc1ccc(N2CC(C(=O)Nc3ccc(S(=O)(=O)N4CCOCC4)cc3)CC2=O)cc1 (stereo not given),-4.2
Cc1ccc(Cn2nnc3c(=O)n(CC(=O)NCc4ccco4)cnc32)cc1,-14.3
Cn1c(SCC(=O)NCc2cccs2)nnc1-c1ccncc1,-2.6
COC(=O)CN(c1cccc(C(C)=O)c1)S(C)(=O)=O,-35.6

# (next part)
SMILES,GBA enhancer
CC1(C(=O)O)CC(C)(C(=O)O)CC(C)(C(=O)O)C1 (stereo not given),-1.6
COc1ccc(OC)c(NC(=O)CSC2=NCCS2)c1,-18.4
CCOC(=O)N(Cc1ccccc1)C(C(=O)O)C(C(=O)O)N(Cc1ccccc1)C(=O)OCC (stereo not given),15.9
CC12CCC(C(=O)NCc3cccnc3)(OC1=O)C2(C)C (stereo not given),2.6
CCC(=O)Nc1ccccc1C(=O)OCC(=O)Nc1ccc(S(N)(=O)=O)cc1,-7.5
COc1ccccc1NC(=O)N1CCCC1C(=O)NC1CCCCC1 (stereo not given),-43.7

# Bioassay records: PubChem, The Scripps Research Institute Molecular Screening Center

# Only part of the results is shown; rates above refer to the full screens.
